Source: PubChem BioAssay (several laboratories)
AID2073: disruptors of CaV2.2 binding to Mint1 – biochemical, HTRF (AID 2073); inhibition, % at 20 µM, or IC50 in µM where a hit was titrated; HTRF protein-protein interaction, Mint1-CaV2.2; higher % means a stronger effect; actives 0.19% (n = 290,000); in the data active means inhibition mostly above about 51%, no sharp cut-off; inconclusive means no clear call, values can overlap the other calls; inactive means mostly below about 53%; further: some results filed as inactive read as strong as hits
Autophagy HCS: autophagy modulation, high-content screen. MEF GFP-LC3 puncta imaging; test concentration mostly 10 µM. calls only at 10 µM (by protocol). actives 0.98% (n = 190,000). AID 463193;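 active means percentage of spot-positive cells more than 3 SD above its plate mean, without a fluorescence outlier flag or 80% toxicity; inconclusive means no clear call, values can overlap the other calls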;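 further: spot-positive cell cutoff set from DMSO-treated cells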
WT yeast gro inh: growth inhibition of WT yeast, mitochondrial fusion screen; mitochondrial fusion phenotypic screen, WT strain; inhibition, % at 10 µM; actives 2.1% (n = 190,000); in the data active means inhibition above about 58%; tested in S. cerevisiae
RSV CPE inhibition: RSV antiviral activity via CPE protection, HEp-2 cells, primary 10 µM value included (AID 2391) | HEp-2 cells, RSV-induced CPE inhibition; higher % means a stronger effect | CPE inhibition, % at 10 µM; hits with a dose series show IC50 in µM | actives 0.13% (n = 310,000); in the data active means a potency from the dose series; inconclusive means CPE inhibition mostly from about 23% at the one dose, without a potency; inactive means the rest, 99 in 100 with CPE inhibition below about 21%; further: strong numbers were not always called active
Dengue-2 NS5 capping: Dengue-2 NS5 methyltransferase inhibitors, primary screen, biochemical, confirmation dose response (AID 588689); Dengue-2 NS5 methyltransferase capping enzyme assay, biochemical; higher % means a stronger effect; actives 0.3% (n = 340,000); inhibition, % at 25 µM; hits with a dose series show IC50 in µM; in the data active means a potency from the dose series; inconclusive means inhibition above about 29% without an active follow-up result
K1F lysis inhibition: inhibition of K1F phage lysis, E. coli UTI89, bacterial capsule biogenesis inhibitors, alamar blue (AID 488966); E. coli UTI89 K1F phage lysis, alamar blue, 2 h; higher % means a stronger effect; inhibition, % at 100 µM; hits with a dose series show IC50 in µM; actives 0.02% (n = 340,000);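 active means phage lysis inhibition, versus mean bacterial control, above a set limit; inconclusive means no clear call, values can overlap the other calls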;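 further: capsule biogenesis inhibitors block K1F phage lysis so surviving cells raise fluorescence; higher fluorescence means more inhibition of phage lysis; actives were called in the ten point dose series up to 300 µM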
LYP inhibition: inhibitors of LYP phosphatase, biochemical, fluorescence intensity, uHTS (AID 1779); actives 0.054% (n = 290,000); recombinant LYP phosphatase, fluorescence intensity; higher % means a stronger effect; one-dose inhibition, % at 11.5 µM; IC50 in µM for titrated hits; in the data active means inhibition above about 50%;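 further: plate controls were vehicle with enzyme for no effect and no enzyme for full effect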
GPR35 antagonists: GPR35 antagonists blocking zaprinast-driven arrestin recruitment, primary screen, imaging, U2OS, beta-arrestin-GFP, zaprinast agonist (AID 2058); U2OS GPR35 beta-arrestin-GFP translocation imaging, zaprinast antagonism; higher % means a stronger effect; inhibition, % at 10 µM, or IC50 in µM where a hit was titrated; actives 0.052% (n = 290,000);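 active means inhibition of at least 50% with at least 30 cells and total cytoplasm GFP at most 10,000,000; inconclusive means under 30 cells or total GFP of 10,000,000 plus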
NTR1 ag: agonists of NTR1, primary screen, imaging, U2OS cells, beta-arrestin-GFP, high content (AID 493036). P30989. NTR1-U2OS beta-arrestin-GFP spot imaging, agonist mode. activation, % at 20 µM. actives 0.17% (n = 330,000);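 active means activation at or above 40% of the spot to cytoplasm intensity ratio, with at least 20 cells analyzed; inconclusive means wells under 20 cells, flagged as cytotoxic or low count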;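 further: 0% = DMSO without peptide and 100% = 100 nM NTR1 peptide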
Target sequence (P30989 whole entry, looked up): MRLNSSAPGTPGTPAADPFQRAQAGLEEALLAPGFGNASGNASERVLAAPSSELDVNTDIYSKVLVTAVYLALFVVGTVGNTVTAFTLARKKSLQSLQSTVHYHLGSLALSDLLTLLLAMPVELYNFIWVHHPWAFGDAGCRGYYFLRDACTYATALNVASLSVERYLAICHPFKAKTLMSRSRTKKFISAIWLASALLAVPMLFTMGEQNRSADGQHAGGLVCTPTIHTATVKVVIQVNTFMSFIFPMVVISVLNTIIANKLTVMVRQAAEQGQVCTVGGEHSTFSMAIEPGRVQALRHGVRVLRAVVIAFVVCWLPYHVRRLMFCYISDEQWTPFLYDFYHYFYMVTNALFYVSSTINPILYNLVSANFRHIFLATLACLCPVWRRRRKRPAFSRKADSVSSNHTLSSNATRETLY
WT yeast gro inh mutant strain: further read-out of WT yeast gro inh, marked with its call; inhibition, %; mitochondrial fusion phenotypic screen, mutant strain inhibition
Autophagy HCS cell loss 18 h: further read-out of Autophagy HCS, marked with its call; toxicity, %; measured here: cell loss, nuclei count;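 cell loss after 18 h compound exposure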
NTR1 ag cell count 20 µM: further read-out of NTR1 ag, marked with its call; cell count; measured here: cell count, cytotoxicity flag
Dengue-2 NS5 capping pilot replicate: further read-out of Dengue-2 NS5 capping, marked with its call; inhibition, %; measured here: pilot screen replicate inhibition
An asterisk follows results filed as active; i = inactive; ? = inconclusive; . = no result given; [ ] = dose if it differs, or a comment.

SMILES	AID2073	Autophagy HCS	Autophagy HCS cell loss 18 h	WT yeast gro inh	WT yeast gro inh mutant strain	RSV CPE inhibition	Dengue-2 NS5 capping	K1F lysis inhibition	LYP inhibition	GPR35 antagonists	NTR1 ag	NTR1 ag cell count 20 µM	others
CC1(c2ccccc2)NC(=O)N(CCOc2ccccc2)C1=O (stereo not given)	-5%	i	-33	12	16	0.8%	-6%	0.0%	-7%	5%	-1.1	87
O=C(NCc1ccccc1)C1CCN(C(=O)Cc2ccccc2)CC1	-1%	.	.	.	.	1.6%	6%	-0.1%	-9%	-10%	0.8	67
COc1cccc(C(=O)Cn2c(Br)nc3c2c(=O)n(C)c(=O)n3C)c1	5%	i	22	-19	-27	1.5%	0%	0.7%	-7%	4%	0.2	72	Dengue-2 NS5 capping pilot replicate=0.3
Cc1cccc(CN2CCC(CNC(=O)C3CCCN(S(=O)(=O)c4cnc[nH]4)C3)CC2)c1 (stereo not given)	3%	i	-14	3	5	-0.6%	-8%	-3.3%	-2%	2%	.	.
Cc1ccc(COc2ccsc2-c2n[nH]c(=S)n2C)cc1	-6%	i	-25	-17	-2	3.8%	-12%	0.3%	-6%	11%	7.8	86	Dengue-2 NS5 capping pilot replicate=2.4
COc1cc(CCC(=O)NCc2ccc(S(N)(=O)=O)cc2)cc(OC)c1OC	10%	.	.	.	.	-0.2%	-4%	0.1%	-4%	11%	1.2	67
CC(C)(C)C(=O)NC(=S)Nc1cc(C(F)(F)F)ccc1N1CCOCC1	-5%	i	0	26	42	2.0%	1%	0.2%	-3%	7%	6.1	41
CCC(CC)C1C(C#N)=C(N)SC(N)=C1C#N	-1%	i	28	-3	-2	1.4%	-15%	0.0%	-4%	-5%	-1.0	92
Cc1cc(C(=O)Nc2ccc(N3CCCCC3)cc2)no1	-5%	.	.	.	.	14%	-8%	0.6%	-6%	10%	1.8	63
CCc1ccc(S(=O)(=O)NCc2cccs2)cc1	3%	.	.	.	.	-0.2%	-7%	0.0%	-9%	2%	0.7	58
COCCNC(=O)CSc1ccc(C)cc1	-9%	i	6	-12	-3	1.6%	-4%	0.2%	-12%	2%	-1.1	91
O=C(c1ccccc1)N1CCN(c2ccccc2F)CC1	2%	i	-1	5	7	1.6%	-9%	0.3%	-4%	15%	-0.9	91
CC(C(=O)N1CCOCC1)N1C(=O)C2C3C=CC(C4CC34)C2C1=O (stereo not given)	4%	i	2	-5	6	-1.8%	-1%	0.4%	-10%	-2%	-0.3	31
CC1CCN(CCC(=O)Nc2ccccc2)CC1	3%	i	-12	-8	-10	1.5%	-3%	-0.5%	2%	7%	2.8	39
CN(C)CCCNc1cn[nH]c(=O)c1Cl	6%	i	-2	-2	17	-1.8%	1%	-0.6%	-7%	-12%	2.3	47
C#CCNc1ccc([N+](=O)[O-])cc1	-10%	i	42	2	4	0.5%	-5%	0.2%	-2%	3%	-1.7	78
CCOC(=O)C1CCN(Cc2ccc(OC)cc2OC)CC1	-6%	i	-4	13	13	1.9%	-5%	0.0%	-8%	-7%	0.4	70
CC1C=CCC2C(=O)N(c3ccc(OC(=O)c4cccs4)cc3)C(=O)C12 (stereo not given)	-11%	i	-4	-19	-2	0.2%	-2%	0.1%	-6%	8%	0.5	98
Cc1nc2cc(Cl)c([N+](=O)[O-])cc2s1	5%	i	-8	-7	-14	0.3%	-11%	0.1%	-9%	20%	2.0	86
CN(C)CCCN(C(=O)c1ccc(S(=O)(=O)N2CCc3ccccc32)cc1)c1nc2ccc(Cl)cc2s1	47%	.	.	.	.	8.9%	-6%	-1.3%[50 µM]	-13%	21%	3.8	57
CC1CCCC(C)N1C(=O)CN1C(=O)C(C)(C)Oc2ccc(C(=O)NC3CCCCC3)cc21 (stereo not given)	8%	i	-9	-9	-6	-0.4%	-5%	0.1%	-4%	13%	0.2	95
COc1ccccc1-n1cnc2cc(NC(C)=O)ccc21	4%	i	-7	1	2	3.6%	2%	0.5%	-10%	6%	-2.2	52
CC(C)OC(=O)C(C)Oc1ccc(C(=O)NCCc2ccccc2)cc1 (stereo not given)	2%	i	-20	8	30	0.9%	-2%	0.3%	-5%	10%	-0.2	97
O=S(=O)(c1ccccc1)N1CCN(c2ncnc3sc(-c4ccccc4)cc23)CC1	44%	i	-7	32	-7	.	1%	0.4%	9%	13%	.	.

Pulled by compound from the list above (5):
SMILES	AID2073	Autophagy HCS	Autophagy HCS cell loss 18 h	WT yeast gro inh	WT yeast gro inh mutant strain	RSV CPE inhibition	Dengue-2 NS5 capping	K1F lysis inhibition	LYP inhibition	GPR35 antagonists	NTR1 ag	NTR1 ag cell count 20 µM	others
CC(C)OC(=O)C(C)Oc1ccc(C(=O)NCCc2ccccc2)cc1 (stereo not given)	2%	i	-20	8	30	0.9%	-2%	0.3%	-5%	10%	-0.2	97
CCOC(=O)C1CCN(Cc2ccc(OC)cc2OC)CC1	-6%	i	-4	13	13	1.9%	-5%	0.0%	-8%	-7%	0.4	70
CC(C(=O)N1CCOCC1)N1C(=O)C2C3C=CC(C4CC34)C2C1=O (stereo not given)	4%	i	2	-5	6	-1.8%	-1%	0.4%	-10%	-2%	-0.3	31
C#CCNc1ccc([N+](=O)[O-])cc1	-10%	i	42	2	4	0.5%	-5%	0.2%	-2%	3%	-1.7	78
O=S(=O)(c1ccccc1)N1CCN(c2ncnc3sc(-c4ccccc4)cc23)CC1	44%	i	-7	32	-7	.	1%	0.4%	9%	13%	.	.

Returning to the listing with the 3 entries that preceded the break.
SMILES	AID2073	Autophagy HCS	Autophagy HCS cell loss 18 h	WT yeast gro inh	WT yeast gro inh mutant strain	RSV CPE inhibition	Dengue-2 NS5 capping	K1F lysis inhibition	LYP inhibition	GPR35 antagonists	NTR1 ag	NTR1 ag cell count 20 µM	others
COc1ccccc1-n1cnc2cc(NC(C)=O)ccc21	4%	i	-7	1	2	3.6%	2%	0.5%	-10%	6%	-2.2	52
CC(C)OC(=O)C(C)Oc1ccc(C(=O)NCCc2ccccc2)cc1 (stereo not given)	2%	i	-20	8	30	0.9%	-2%	0.3%	-5%	10%	-0.2	97
O=S(=O)(c1ccccc1)N1CCN(c2ncnc3sc(-c4ccccc4)cc23)CC1	44%	i	-7	32	-7	.	1%	0.4%	9%	13%	.	.
CN(CCN1CCOCC1)Cc1nc(-c2cccs2)no1	-4%	i	-18	6	11	-1.8%	-5%	0.1%	0%	-3%	-0.8	36
Cc1ccc(S(=O)(=O)n2cnc3cc([N+](=O)[O-])ccc32)cc1C	0%	i	1	2	7	0.9%	1%	0.4%	-7%	-3%	2.0	50
Cc1ccc(C(=O)c2oc3ccccc3c2N)cc1	10%	i	-1	2	0	15%	-1%	2.3%	-3%	-15%	-5.4	65
c1ccc(CSCc2nc3ccccc3[nH]2)cc1	-2%	i	7	30	11	0.7%	-6%	10%	-8%	-8%	-2.5	64
CCCc1cc(=O)oc2c(CNc3ccc(OCC)cc3)c(O)ccc12	11%	.	.	.	.	2.1%	?	0.2%	-3%	0%	5.4	57
COc1ccc(C)cc1NS(=O)(=O)c1cccc2nonc12	1%	i	-7	1	-5	1.4%	7%	0.5%	-2%	-9%	0.5	96
O=C(COc1ccc(F)cc1)N1CCC(c2ccccc2)C1 (stereo not given)	-11%	i	6	6	12	1.1%	-14%	0.2%	-5%	-6%	-0.2	81
CC1=C(C)CC(C(=O)c2ccccc2)C(C(=O)O)C1 (stereo not given)	-7%	i	-11	-21	-1	-1.5%	-2%	5.5%	-4%	11%	-0.5	42
C[C@@]12CCC3[C@@](CCC4[C@@]3(C)CCC[C@@]4(C)C(=O)Nc3ccc(Cl)cc3)(CC1=O)C2 (stereo not given in full)	.	.	.	.	.	3.6%	-4%	1.4%	.	.	-0.8	65
O=C(CSc1nn(-c2ccccc2)c(=S)s1)NC1CCS(=O)(=O)C1 (stereo not given)	-4%	i	-9	-8	-21	1.4%	-1%	2.6%	-2%	-8%	1.4	51
CCc1nc(NC(C)(C)C)c2cnn(-c3ccccc3)c2n1	5%	.	.	.	.	?	-5%	0.2%	4%	-2%	34	73
O=C(NCCc1ccc(F)cc1)c1ccc(NS(=O)(=O)c2ccc3[nH]c(=O)[nH]c3c2)cc1	.	.	.	.	.	-1.9%	-2%	0.8%[50 µM]	.	.	0.4	42
CCOC(=O)[C@@H]1[C@H]2COc3cc(OC)ccc3[C@@H]2N2C(=O)N(c3ccc(C)cc3)C(=O)[C@]12C	.	.	.	.	.	2.0%	-2%	0.8%	.	.	2.6	79
Cn1c(=O)[nH]c(=O)c2c1nc(N1CCCCC1)n2C/C=N/Nc1ccc(C(=O)O)cc1	-16%	.	.	.	.	-0.5%	-8%	0.1%	-4%	24%	0.4	71
